# DDE Tn7 FP inh: inhibitors of Tn7 peptide binding to human fibrin DD(E); P02675; FP displacement of FITC-Tn7 peptide from fibrin DD(E); 0% = median of compound wells per plate; inhibition, % at 8.3 µM; 0.13% of 370,000 active; AID 720508;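 active means inhibition above the mean of compounds falling within the control limits plus 3 SD of them, cut at about 14% in these data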;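 further: 0% = plate median of compound wells and 100% = 10 µM Aha-Tn7 peptide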
#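 Test system: human clot-derived fibrin DD(E) complex / Quantity: 2 µM final DD(E) protein / Incubation: 10 min plus 3 h, room temperature / Measured by: fluorescence polarization / Benchmarks: high control of 10 µM Aha-Tn7 peptide / Replicates: singlicate testing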
# UHRF1 binding: UHRF1 methyl-DNA binding inhibition; Q96T88; UHRF1 binding to methylated oligo, TR-FRET; inhibition, % at 4.4 µM; 0.75% of 370,000 active; AID 687016; in the data active means inhibition above about 21%;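 further: UHRF1 SRA domain binding a hemimethylated CpG hairpin DNA probe; 0% = median of test compound wells and 100% = reference inhibitor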
# LEDGF integ inh: blocks HIV-1 LEDGF/p75-dependent DNA integration. TR-FRET IN-LEDGF/p75 DNA integration, Eu/Cy5. inhibition, % at 3.7 µM. 0.64% of 370,000 active;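 active means inhibition above the screen-wide mean plus 3 SD, cut at about 13% in these data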;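 further: signal is the Cy5 over europium emission ratio at 671 and 618 nm; 0% = plate median of compound wells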
# HTRA1 inh: inhibitors of human serine peptidase HTRA1. recombinant HTRA1, FP-rhodamine activity-based probe, fluorescence polarization. inhibition, % at 5.96 µM. 0.5% of 340,000 active; in the data active means inhibition above about 36%;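 further: 0% = enzyme with DMSO and 100% = wells lacking enzyme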
# TCR-CD3 inh: human TCR-CD3 binding inhibition | 0.37% of 360,000 active | inhibition, % at 9.4 µM | TAMRA-labeled TCR probe fluorescence, biochemical; in the data active means inhibition above about 19%;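 further: recombinant mutant TCR 2C K166C tagged with TAMRA read by polarization; 0% = receptor in buffer alone and 100% = receptor with positive control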
# TDP2 absorb: blocks human TDP2 phosphodiesterase activity | O95551 | recombinant TDP2, T5PNP hydrolysis, p-nitrophenol absorbance 415 nm | inhibition, % at 12.8 µM | 0.34% of 370,000 active | AID 720702;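 active means inhibition above the mean of all tested compounds plus 3 SD, set per campaign, cut at about 25% in these data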;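 further: 0% = DMSO with enzyme and 100% = buffer with substrate but no TDP2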
#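 Test system: human TDP2 enzyme; Input: 120 nM TDP2 per well; Buffer or medium: Mg2+-containing Tris-HCl buffer, pH 7.5; Reagent: 5 mM T5PNP; Dosing: 12.8 µM single point, 1% DMSO; Incubation: reaction 2 h, 37 °C; Detection: p-Nitrophenol epi absorbance; Read-out: % inhibition relative to enzyme-containing and enzyme-free wells; Replicates: single well per compound.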
# PG9 Ab binder: small molecules binding HIV-1 gp120 antibody PG9. 0.43% of 360,000 active. inhibition, % at 6.7 µM. TR-FRET gp120-PG9 antibody binding; in the data active means inhibition above about 8.5%
# mABHD4 FP: inhibitors of mouse ABHD4; purified mABHD4, FP-Rh probe fluorescence polarization; inhibition, % at 8.92 µM; 0.54% of 370,000 active;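 active means inhibition exceeding the mean over every tested compound plus 3 SD, cut at about 30% in these data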;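 further: 0% = plate median of compound wells and 100% = S159A mutant with DMSO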
#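 Assay system: mABHD4 protein; medium: HEPES pH 7.0, NaCl, Pluronic buffer; dosing: 8.92 µM, single dose; schedule: 45 min + 60 min at 25 °C; signal: FP readout, ex 525 nm / em 598 nm; read-out: normalized percent inhibition of probe labeling; repeats: single replicate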
# PRMT1 inh: blocks human protein arginine methyltransferase 1. Q99873. recombinant PRMT1, activity-based probe fluorescence polarization. inhibition, % at 2.79 µM. 1.3% of 370,000 active;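 active means inhibition above about 21% made by adding two undisclosed values, limit read from the data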
# Target sequence (Q99873 whole entry, looked up): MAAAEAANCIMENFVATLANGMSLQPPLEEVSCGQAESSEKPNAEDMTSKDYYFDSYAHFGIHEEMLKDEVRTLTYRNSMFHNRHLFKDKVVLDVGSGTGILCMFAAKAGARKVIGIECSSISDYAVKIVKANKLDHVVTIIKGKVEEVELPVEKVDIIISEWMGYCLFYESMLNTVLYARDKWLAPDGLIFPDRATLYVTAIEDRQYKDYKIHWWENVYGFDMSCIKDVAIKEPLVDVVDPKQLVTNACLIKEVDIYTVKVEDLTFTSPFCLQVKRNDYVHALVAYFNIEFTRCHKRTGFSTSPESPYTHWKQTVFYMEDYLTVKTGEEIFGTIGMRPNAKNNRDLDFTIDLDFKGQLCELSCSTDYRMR
# SIAE primary: blocks human sialic acid acetylesterase; Q9HAT2; SIAE FP-Rh probe binding, fluorescence polarization; inhibition, % at 9.66 µM; 0.69% of 370,000 active; AID 1053197;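 active means inhibition above a cutoff: mean of compounds within the control limits plus 3 SD of those, cut at about 17% in these data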;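 further: 0% = plate median of compound wells and 100% = probe without SIAE protein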
# Target sequence (Q9HAT2 whole entry, looked up): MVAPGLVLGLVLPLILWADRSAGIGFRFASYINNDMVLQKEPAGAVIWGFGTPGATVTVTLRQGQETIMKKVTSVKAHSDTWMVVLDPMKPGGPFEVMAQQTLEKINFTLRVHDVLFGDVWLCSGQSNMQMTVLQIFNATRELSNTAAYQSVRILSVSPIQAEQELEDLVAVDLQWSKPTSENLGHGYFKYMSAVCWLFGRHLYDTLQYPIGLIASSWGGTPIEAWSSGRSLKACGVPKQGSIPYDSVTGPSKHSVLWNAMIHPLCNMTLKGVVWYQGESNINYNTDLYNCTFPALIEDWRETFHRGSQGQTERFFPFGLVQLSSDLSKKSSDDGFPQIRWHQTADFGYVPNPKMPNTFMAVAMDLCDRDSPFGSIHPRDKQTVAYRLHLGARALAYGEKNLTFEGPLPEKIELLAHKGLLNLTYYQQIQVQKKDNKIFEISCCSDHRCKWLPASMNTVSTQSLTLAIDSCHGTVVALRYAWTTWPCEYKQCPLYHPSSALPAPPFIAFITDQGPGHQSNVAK
# The depositor's hits bear a star; · = no result given.
SMILES,DDE Tn7 FP inh,UHRF1 binding,LEDGF integ inh,HTRA1 inh,TCR-CD3 inh,TDP2 absorb,PG9 Ab binder,mABHD4 FP,PRMT1 inh,SIAE primary
COc1ccccc1CN1CC(C(=O)NCc2nc3ccccc3n2C)CCC1=O (centres undefined),3,1,-1,0,-6,-14,-0.8,5,0,5
COc1ccc(CN2CCC(CNC(=O)NC3CCC(C)CC3)CC2)cc1 (centres undefined),-4,2,-1,·,·,-9,·,4,2,4
O=C(COc1ccc2ccccc2c1)NNC(=O)c1ccc([N+](=O)[O-])cc1,1,-1,3,-12,-1,9,-2.2,-21,-2,-16
CC(C)NC(=O)c1ccc2nc([C@@H]3O[C@H](CO)[C@H](O)[C@H](O)[C@H]3O)[nH]c2c1,4,0,-5,·,-3,-8,0.5,1,6,-5
CC(=O)Nc1ccc(C(=O)N/C(=C\c2ccccc2)C(=O)Nc2cccc(C(=O)O)c2)cc1,-1,1,10,-6,-1,-15,-2.8,-17,-7,0
Cc1cccc(C)c1NC(=O)CCCSc1nc2ccccc2s1,-6,0,3,-12,-2,2,-2.2,-17,9,-3
COc1cccc(NC(=O)C2(C)CCCN(C(C)C)C2)c1 (centres undefined),0,0,0,·,4,2,-0.3,5,0,-2
CCOC(=O)CCCNC(=O)COC(=O)c1cc(C)cc(C)c1,3,9,-2,0,13,4,-0.5,0,1,0
COc1ccc(CCNCCC(c2ccccc2)c2ccccc2)cc1OC,-2,0,-1,-3,8,-4,-1.8,-2,-1,6
Cc1ccc(C(=O)Cn2c(=N)n(CCN3CCOCC3)c3ccccc32)cc1,10,1,-3,-7,6,0,-0.7,2,3,0
Cc1ccc(NC(=O)C2CCCN(c3nccc(C)n3)C2)c(C)c1 (centres undefined),-7,-1,0,2,-1,9,-2.2,1,-4,-7
OCCC1CN(C2CCC2)CCN1Cc1ccc(F)c(F)c1 (centres undefined),0,0,6,-4,0,-15,-3.0,-8,-1,0
COc1ccc(S(=O)(=O)Nc2ccc3c(c2)n(C)c(=O)n3C)cc1C,-6,3,-1,6,-3,15,0.0,-2,1,12
CCn1c(SCC(=O)N2CCC(C(N)=O)(N3CCCCC3)CC2)nc2ccccc2c1=O,-3,1,0,-2,4,2,0.9,9,0,5
CC(C)Cn1c(SCC(N)=O)nnc1-c1cccc(S(=O)(=O)N2CCOCC2)c1,3,-1,-1,2,5,-3,0.2,0,-2,1

# 4 entries from above in a different format.
CC(=O)Nc1ccc(C(=O)N/C(=C\c2ccccc2)C(=O)Nc2cccc(C(=O)O)c2)cc1
  DDE Tn7 FP inh: -1; UHRF1 binding: 1; LEDGF integ inh: 10; HTRA1 inh: -6; TCR-CD3 inh: -1; TDP2 absorb: -15; PG9 Ab binder: -2.8; mABHD4 FP: -17; PRMT1 inh: -7; SIAE primary: 0

Cc1cccc(C)c1NC(=O)CCCSc1nc2ccccc2s1
  DDE Tn7 FP inh: -6; UHRF1 binding: 0; LEDGF integ inh: 3; HTRA1 inh: -12; TCR-CD3 inh: -2; TDP2 absorb: 2; PG9 Ab binder: -2.2; mABHD4 FP: -17; PRMT1 inh: 9; SIAE primary: -3

COc1cccc(NC(=O)C2(C)CCCN(C(C)C)C2)c1 (centres undefined)
  DDE Tn7 FP inh: 0; UHRF1 binding: 0; LEDGF integ inh: 0; HTRA1 inh: ·; TCR-CD3 inh: 4; TDP2 absorb: 2; PG9 Ab binder: -0.3; mABHD4 FP: 5; PRMT1 inh: 0; SIAE primary: -2

CCOC(=O)CCCNC(=O)COC(=O)c1cc(C)cc(C)c1
  DDE Tn7 FP inh: 3; UHRF1 binding: 9; LEDGF integ inh: -2; HTRA1 inh: 0; TCR-CD3 inh: 13; TDP2 absorb: 4; PG9 Ab binder: -0.5; mABHD4 FP: 0; PRMT1 inh: 1; SIAE primary: 0

# Next part.
SMILES,DDE Tn7 FP inh,UHRF1 binding,LEDGF integ inh,HTRA1 inh,TCR-CD3 inh,TDP2 absorb,PG9 Ab binder,mABHD4 FP,PRMT1 inh,SIAE primary
Cc1cc(C)cc(-n2ccnc2SCC(=O)Nc2nccs2)c1,-4,3,-1,1,2,-3,0.2,4,0,3
CC1(C(=O)Nc2ccc3ccccc3c2)CCC(=O)N1CCOc1ccccc1 (centres undefined),-1,2,-3,·,-1,-4,1.2,-33,1,0
COc1c(C)cc(C(=O)C2CCCN(Cc3cnc(N4CCOCC4)s3)C2)cc1C (centres undefined),-1,0,0,4,9,2,-2.3,2,-3,7
CCCCc1nc(SCC(=O)Nc2ccc(S(N)(=O)=O)cc2)n[nH]1,2,7,0,3,1,3,-2.2,3,-2,2
Fc1cccc(NCc2ccoc2)c1,-6,3,1,-3,1,0,-0.7,0,8,1
Cc1ccc(-n2c(SCC(=O)NCc3ccco3)nc3nc4c(cc3c2=O)COC(C)(C)C4)cc1,-11,1,2,-1,4,-1,0.3,-5,2,1
CC(=O)c1sc(NC(=O)Cc2c(F)cccc2Cl)nc1C,-2,3,-2,-3,-5,7,3.1,-1,2,-4
CCOC(=O)c1cc(-c2ccco2)nc2c1c(C)nn2CCC#N,-8,-1,0,-2,1,1,-0.5,3,2,1
CC(C)(C)c1nnc(NC(=O)COc2ccc3c(c2)OCO3)s1,-5,0,0,-3,7,11,-1.4,5,-1,-1
N#CC1=C(N)Oc2cc(N)ccc2C1c1cc(Br)cs1 (centres undefined),2,-2,11,-11,-4,-11,-1.7,-12,10,-8
Cc1ccc(C(=O)COC(=O)C2C3C=CC(C3)C2C(=O)OCC(=O)c2ccc(C)c(C)c2)cc1C (centres undefined),-2,-2,0,3,-3,0,-3.1,2,-1,-6
Cc1cnc(NS(=O)(=O)c2ccccc2)c(Br)c1,-3,-3,-4,6,1,15,-2.6,4,-5,4
Cc1ccc(S(=O)(=O)N2CCOCC2)cc1NC(=O)COC(=O)/C=C/c1ccc(F)cc1,-8,0,4,1,2,2,-0.6,-1,0,-6
O=C(CN1C(=O)C2C3C=CC(C3)C2C1=O)OCC(=O)c1ccc(Cl)cc1 (centres undefined),4,-1,-4,2,5,-7,-0.4,1,-4,3
CC(=O)Oc1ccc(Cn2c(C)c(C(=O)NCc3ccc(C#N)cc3)sc2=O)cc1,-3,2,1,·,-1,-2,0.1,-5,-1,1
CC1=C(C(N)=O)C(c2cccs2)n2ncnc2N1 (centres undefined),3,1,-5,3,-7,-8,1.0,-2,5,-5
Cn1c(CCCNC(=O)c2ccco2)nc2ccccc21,4,-1,-1,-1,10,-1,-0.8,5,3,-4
COc1cc(/C=N/NC(=O)CCn2nc(C)cc2C)ccc1O,6,-5,2,-3,1,-7,-1.7,0,-5,4
CC(=O)Nc1ccc(S(=O)(=O)Nc2ccc(N3CCOCC3)cc2)cc1,1,-1,-1,0,6,9,0.9,2,3,6
CCCCn1c(-c2nonc2NC(=O)c2ccccc2Cl)nc2ccccc21,-1,5,7,9,-3,-16,-0.1,-2,-4,-4
CCOCCCNC(=O)CN1C(=O)/C(=C/c2ccccc2C)Sc2ccccc21,-3,-4,-2,-4,5,1,-3.0,-3,-2,5
CCOC(=O)c1cnn(-c2nc(OC)cc(OC)n2)c1C(F)(F)F,-8,-2,5,6,4,2,-0.7,6,0,4
O=C(COC(=O)c1c[nH]c(=O)[nH]c1=O)NCc1ccccc1,8,1,1,0,-3,13,-0.9,7,1,0
Cc1cc(C)n2c(NC3CCCCC3)c(-c3ccc(F)cc3)nc2n1,-6,-4,1,·,8,-2,-1.6,-2,-1,3
COc1cc2nc(SCC(=O)NCCc3ccccc3)n(Cc3ccco3)c(=O)c2cc1OC,6,-2,-1,-1,3,6,-0.9,-1,9,4
CCN(CC)CCNC(=O)c1ccc(NC(=O)c2cn(-c3ccc(F)cc3)nc2-c2cccc(OC)c2)cc1,4,0,3,-35,8,-15,0.2,-32,-7,-31
CC(=O)NCCC(=O)Nc1nc(C)c(Cc2ccc3c(c2)OCO3)s1,-2,2,-2,-5,-1,-2,-2.1,-5,1,0
CCCn1ncc(CN2CCC(n3nccc3NC(=O)c3ccccc3Cl)CC2)c1C,6,3,-2,-1,-3,1,1.1,8,2,5
COc1ccc([N+](=O)[O-])cc1N(CC(O)CN1CCCCC1)S(=O)(=O)c1ccc(C)cc1 (centres undefined),-2,0,3,-7,3,-3,-1.7,-1,-3,-6
CC1CCCCN1C(=O)c1c(Cl)cnn1C (centres undefined),9,0,-3,10,-3,13,-0.4,0,0,4

# Of the compounds above, 2 have bromine.
SMILES,DDE Tn7 FP inh,UHRF1 binding,LEDGF integ inh,HTRA1 inh,TCR-CD3 inh,TDP2 absorb,PG9 Ab binder,mABHD4 FP,PRMT1 inh,SIAE primary
N#CC1=C(N)Oc2cc(N)ccc2C1c1cc(Br)cs1 (centres undefined),2,-2,11,-11,-4,-11,-1.7,-12,10,-8
Cc1cnc(NS(=O)(=O)c2ccccc2)c(Br)c1,-3,-3,-4,6,1,15,-2.6,4,-5,4

# (list continues)
SMILES,DDE Tn7 FP inh,UHRF1 binding,LEDGF integ inh,HTRA1 inh,TCR-CD3 inh,TDP2 absorb,PG9 Ab binder,mABHD4 FP,PRMT1 inh,SIAE primary
CN(C)C(=O)Cn1cc(S(=O)(=O)Cc2ccccc2)c2ccccc21,-9,0,1,4,4,0,1.1,0,4,9
COc1ccc(S(=O)(=O)N2CCN(CC(=O)Nc3cc(OC)cc(OC)c3)CC2)cc1,-1,-1,0,-2,4,1,0.3,5,-2,0
NC(=O)C1CCN(c2nc(-c3ccc(Br)cc3)cs2)CC1,-1,1,-1,13,-6,-1,-1.1,0,1,1
CSc1c(CC(=O)Nc2ccc(F)cc2)n(Cc2ccccc2)c2ccccc12,1,-2,4,-3,8,-5,0.0,-10,-5,3
Cn1c2ccc(Cl)cc2c2nc3ccccc3nc21,7,-5,11,-32,3,5,0.9,-12,3,-14
C#CCSc1nnc(CNS(=O)(=O)c2ccc(Br)cc2)n1C,4,1,-4,0,-2,13,2.6,-4,0,0
COc1ccc(C(C(=O)N(C)C2CCCC2)N(Cc2ccc(F)cc2)C(=O)c2csc3ccc(Cl)cc23)cc1OC (centres undefined),0,-3,0,·,·,6,·,-10,2,-2
COc1cccc(NC(=O)Cn2nnc(C(=O)Nc3ccccc3)c2N)c1,-7,-1,1,-12,5,-11,-0.8,-11,-2,-8
CCCn1c(NC(=O)CN2C(=O)NC3(CCCC3)C2=O)nc2ccccc21,2,-2,-1,3,2,-11,-2.4,-1,-2,-6

# This is a random part of the collection, and some 4.2% of all compounds hit somewhere here.
